Screening data from PubChem BioAssay.
HT1080 IDH1KD tx: kills HT-1080 cells with IDH1 knockdown; Potency, µM (titrated, usually from 46.1 µM), without a hit: at the top dose activity, negative = toxicity, hits mostly cytotoxic; HT-1080 IDH1 knockdown viability, ATP luminescence, 48 h; hit rate 2% among 360,000;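 further: potency means the concentration at half of the fitted maximal effect; 0% = DMSO wells and -100% = cell-free medium wells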
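After a 2 h attachment period, IDH1KD HT-1080 cells took pin-transferred compound for 48 h at 37 °C; ATP-based luminescence after 10 min room-temperature reagent incubation reported viability.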
IL-1B inflam inh: inhibitors of inflammasome signaling (IL-1 beta secretion); THP-1 LPS/ATP IL-1B secretion, AlphaLISA, 16 h; active compounds read low; hit rate 4.7% among 360,000; activity change, % at 57.5 µM; in the data active means activity change below about -50%; inconclusive means mostly about -30% to -49%; further: on the % scale 0 is the no-effect control and ±100 the full control effect
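Secreted IL-1B measured by AlphaLISA bead assay after 16 h compound exposure of THP-1 cells; compounds (final up to 57.5 uM) added 1 h before LPS (250 ng/mL) and ATP (1.25 mM) stimulation; lower signal means less secretion.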
KB-3-1 cytotox: KB-3-1 parental cell cytotoxicity; hit rate 1.4% among 400,000; KB-3-1 viability, CellTiter-Glo ATP luminescence, 72 h; Potency, µM (titrated, usually from 46.1 µM), for inactives: at the highest dose activity change, negative = cytotoxic, hits mostly cytotoxic; further: potency means the concentration at half of the fitted maximal effect; on the % scale 0 is the no-effect control and ±100 the full control effect; nearly all actives have a fitted effect of over 60% in size
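Here the drug-naive KB-3-1 line serves as comparator for MDR sub-line selectivity; cells received compound titrations, 72 h at 37 °C, then CellTiter-Glo readout.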
KB-V1 MDR tox: kills drug-selected multidrug resistant KB-V1 cells; KB-V1 MDR cells viability, CellTiter-Glo, 72 h; Potency, µM (titrated, usually from 46.1 µM), for the others: at the highest dose activity change, negative = cytotoxicity, most hits filed as cytotoxic; hit rate 3.4% among 400,000; AID 1347076; further: potency means the concentration at half of the fitted maximal effect; on the % scale 0 is the no-effect control and ±100 the full control effect; nearly all actives have a fitted effect of over 60% in size
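Readout: CellTiter-Glo luminescence, 10 min after addition. Cells: KB-V1 MDR subline, 72 h at 37 degrees C with compound. Analysis: corrected, normalized data fitted to concentration-effect curves.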
HT1080-NT tox: kills 2HG-producing HT-1080-NT fibrosarcoma cells; HT-1080-NT fibrosarcoma viability, CellTiter-Glo ATP luminescence, 48 h; Potency, µM (doses to about 46.1 µM), for inactives: at the highest dose activity, negative = less viability, actives largely listed as cytotoxic; hit rate 1.6% among 360,000;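 further: NT is the 2HG producing partner of a matched IDH1 knockdown line; potency means the concentration at half of the fitted maximal effect; 0% = DMSO-treated cells and -100% = media-only wells without cells; nearly all actives have a fitted effect of over 55% in size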
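Viability by CellTiter-Glo luminescence after 48 h compound exposure at 37C of HT-1080-NT cells (750/well, RPMI, 5% FBS). % activity scaled between DMSO wells and medium-only wells, then curve-fitted and categorized by curve class.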
SW480 rereplic: inducers of DNA re-replication in SW480 colon cancer cells; SW480 DNA re-replication, Hoechst DNA content imaging, 48 h; hit rate 1.8% among 340,000; Potency, µM (top dose mostly 46.1 µM), inactives show at the highest dose re-replication activation, usual class: activators; AID 624297; further: potency means the concentration at half of the fitted maximal effect; % of control where 0% means no effect; nearly all actives have a fitted effect of over 55% in size
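Hoechst fluorescence of nuclei (405 nm excitation, 500-530 nm emission) measured by plate-scanning imager after 48 hr compound exposure at 37 C; re-replication scored as increased number of nuclei with elevated intensity.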
D3 ag: agonists of human D3 dopamine receptor; P35462; D3R DiscoveRx beta-arrestin cells, luminescence, 90 min; max activation, %; hit rate 0.58% among 410,000; AID 652048; in the data active means max activation above about 30%; further: 0% is about no effect; mostly tested at two doses, the higher about 12 µM
Target sequence (P35462 whole entry, looked up): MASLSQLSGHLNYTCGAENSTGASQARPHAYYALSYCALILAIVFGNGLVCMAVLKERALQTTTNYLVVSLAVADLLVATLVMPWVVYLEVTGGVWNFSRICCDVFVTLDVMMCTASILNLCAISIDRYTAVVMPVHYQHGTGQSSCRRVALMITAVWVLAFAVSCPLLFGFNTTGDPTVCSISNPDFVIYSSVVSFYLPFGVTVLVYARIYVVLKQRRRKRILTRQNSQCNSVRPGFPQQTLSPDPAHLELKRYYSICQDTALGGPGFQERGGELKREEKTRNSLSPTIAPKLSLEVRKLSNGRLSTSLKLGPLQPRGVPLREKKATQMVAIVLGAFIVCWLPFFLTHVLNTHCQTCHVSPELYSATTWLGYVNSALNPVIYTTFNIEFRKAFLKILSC
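Agonist-mode cell screen: cells plated at 1500/well and incubated overnight at 37 °C, then exposed to library compounds for 90 min at 37 °C. Detection reagent was added for 30–60 min at room temperature, and luminescence was read.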
GLP1R ag: activates the human GLP-1 receptor. P43220. HEK293 GLP-1R CRE-luciferase, luminescence, 4-6 h; cells express a hypersensitive GLP-1R form. hit rate 0.007% among 380,000. Potency, µM (highest dose often 45.6 µM), for the others: at the top dose activation, usual class: activators; further: potency means the concentration at half of the fitted maximal effect; % of control where 0% means no effect
Target sequence (P43220 whole entry, looked up): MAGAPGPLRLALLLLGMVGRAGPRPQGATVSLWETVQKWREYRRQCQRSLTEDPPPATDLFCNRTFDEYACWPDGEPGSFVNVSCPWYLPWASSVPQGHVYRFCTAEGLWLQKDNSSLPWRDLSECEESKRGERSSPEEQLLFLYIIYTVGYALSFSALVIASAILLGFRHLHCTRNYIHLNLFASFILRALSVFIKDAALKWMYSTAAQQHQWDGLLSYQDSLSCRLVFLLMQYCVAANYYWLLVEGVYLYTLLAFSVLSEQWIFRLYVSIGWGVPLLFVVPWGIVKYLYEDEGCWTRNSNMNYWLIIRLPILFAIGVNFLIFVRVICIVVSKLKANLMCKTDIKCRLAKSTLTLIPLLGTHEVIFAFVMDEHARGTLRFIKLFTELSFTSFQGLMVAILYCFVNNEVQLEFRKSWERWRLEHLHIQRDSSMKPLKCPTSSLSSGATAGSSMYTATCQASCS
DRD3 antagonist: D3 dopamine receptor (human) antagonism; P35462; D3R cells, DiscoveRx beta-arrestin luminescence, antagonist mode; active compounds read low; max response, negative = inhibition, %; hit rate 2.5% among 360,000; in the data active means max response below about -50%; inconclusive means no clear call, values can overlap the other calls; further: on the % scale 0 is the no-effect control and ±100 the full control effect; mostly tested at two doses, the higher about 12 µM
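Cells plated overnight at 1500 cells/well, then exposed to library compounds with dopamine controls for 90 minutes at 37 degrees C. DiscoveRx reagent added for 30–60 minutes at room temperature; luminescence read, quantitative HTS format.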
* hit, by the source's call; u = inconclusive; x = no result given; & = joins results of further samples; [ ] = another dose, or the depositor's remark. Unless noted, the call rests on the fitted dose curve; in most records, active means well fitted curve in the direction sought with a large enough effect; inconclusive means small, poorly fitted or top-dose-only effect, or another doubt; inactive means no such curve, though single readings can be large; an effect the other way counts as inactive or inconclusive.

Sequence of screens – HT1080 IDH1KD tx, IL-1B inflam inh, KB-3-1 cytotox, KB-V1 MDR tox, HT1080-NT tox, SW480 rereplic, D3 ag, GLP1R ag, DRD3 antagonist
- COc1ccc(-c2csc(NC(=S)NC(=O)c3ccccc3)n2)cc1Br
 : 11%, -22, -8%, -3%, 22%, -9%, -11, -5%, u
- Cc1oc(-c2ccccc2F)nc1CS(=O)CC(=O)NCc1ccc(F)cc1 (stereo not drawn)
 : -4%, -16, -11%, 0%, 4%, 6%, -13, -2%, -7
- O=C(C1CCC1)N1CCN(S(=O)(=O)c2cccc(F)c2)CC1
 : -1%, 3, 8%, 6%, 3%, -2%, 2, -10%, 15
- COc1ccccc1N1CCN(S(=O)(=O)c2ccc3c(c2)NC(=O)C(C)C(=O)N3)CC1 (stereo not drawn)
 : -2%, 29, 7%, -10%, -14%, 14%, 1, -3%, 4
- COc1ccc(NCc2cc3cc(OC)ccc3[nH]c2=O)cc1
 : -8%, -11, -14%, 18µM*, -10%, 26%, -7, 9%, -12
- O=C(CC1(O)C(=O)Nc2ccccc21)c1ccc(-n2cnnn2)cc1 (stereo not drawn)
 : 1%, 14, -9%, -6%, -4%, 29%, -2, -4%, -1
- COc1cc(/C=N/N2CCN(c3ccc(Cl)cc3)CC2)cc(OC)c1OC(C)=O
 : 10%, 23, 2%, 0%, 17%, -8%, 2, 4%, 12
- COc1ccc2[nH]c3c(c2c1)CCN1C(=O)C(CC(=O)NC/C=C(\C)CCC=C(C)C)C[C@H](C(=O)N2CCOCC2)[C@@]31CCC1CCCC1 (stereo partly drawn)
 : 12%, 12, 5%, 5%, 3%, -8%, -9, -1%, 1
- COc1ccccc1NC(=O)Nc1ccnn1C1CCCCC1
 : 2%, 9, -1%, -4%, 11%, -4%, 2, -3%, 7
- Cc1ccc2nc(C)c(C(=O)O)cc2c1
 : 2%, 12, 11%, 26%, 23%, -12%, 0, 1%, 4
- CSc1nc(O)c(C2OC(=O)c3ccccc32)c(=O)[nH]1 (stereo not drawn)
 : 7%, -6, -1%, 18%, 9%, 1%, 1, -1%, 16
- CC(=O)Nc1ccc(-c2cc(-c3ccccc3)nc(-c3ccccc3)n2)cc1
 : -23%, 3, -21%, -7%, -23%, 1%, -5, -11%, 12
- CC(=O)Nc1ccccc1N(CC(O)Cn1c2ccccc2c2ccccc21)S(=O)(=O)c1ccc(C)cc1 (stereo not drawn)
 : 15µM*, u, 4%, u, u, 23µM*, 10, 4%, 4
- CS(=O)(=O)N1CCCC(C(=O)N2CCOCC2)C1 (stereo not drawn)
 : 23%, 14, -6%, -7%, 0%, -5%, -10, 0%, 5
- Cc1ccc(N2C(=O)NC(NS(=O)(=O)c3ccccc3)(C(F)(F)F)C2=O)cc1C (stereo not drawn)
 : -16%, 14, 0%, 0%, 3%, 1%, 4&-12, -6%&-1%, 15

The list continues:
Sequence of screens – HT1080 IDH1KD tx, IL-1B inflam inh, KB-3-1 cytotox, KB-V1 MDR tox, HT1080-NT tox, SW480 rereplic, D3 ag, GLP1R ag, DRD3 antagonist
- O=C(CCCc1ccccc1)Nc1cccnc1Cl
 : 15%, 4, 1%, -3%, 17%, -3%, 1, 4%, 6
- Cc1ccc(N(Cc2ccccc2)C(=O)c2cccc(S(=O)(=O)N3CCN(C)CC3)c2)cc1
 : 8%, -18, 6%, u, 5%, 3%, -6, 6%, 6
- COc1ccc(N2CC(C(=O)Nc3nnc(C4CCCCC4)s3)CC2=O)cc1 (stereo not drawn)
 : 24%, 45, 19%, u, 7%, -3%, 3, 2%, -2
- COc1ccccc1OCc1ccc(C(=O)NC(C)(C)C)o1
 : -9%, 2, -3%, -6%, -1%, -5%, 5, -15%, 0
- CCCCCCC(=O)Nc1ccc(Br)cn1
 : -2%, 0, u, 18%, 0%, u, 2, 1%, 8
- COc1ccc(/C=C/C(=O)NC2CCCCCCC2)cc1S(=O)(=O)N1CCOCC1
 : u, 0, u, 23µM*, u, x, 3, 14%, 10
- O=S(=O)(N/N=C\C=C\c1ccccc1)c1ccc(Cl)cc1
 : 0%, 46, 3%, 4%, 2%, -21%, 5, 2%, 6
- Cc1nn(-c2ccccc2)c(C)c1NC(=O)COC(=O)c1cccc(OC(F)F)c1
 : 1%, 7, 0%, 0%, 2%, -6%, 13, -20%, 10
- C#CCNC(=O)C[C@@H]1C[C@@]2(C(=O)OC)CC(C)(C)CC=C2N(Cc2cccc3ccccc23)C1=O
 : u, 16, u, 23µM*, u, x, 0, x, -11
- CC(C)C1NC(C(=O)O)Cc2c1[nH]c1ccccc21 (stereo not drawn)
 : -16%, 25, u, -13%, -22%, -19%[1.84 µM], 15, 6%, 0
- COc1cccc(NC(=O)C2CCN(C(=O)[C@@H]3Cc4ccccc4CN3)CC2)c1
 : -11%, -10, 8%, 3%, 0%, 11%, 13, 6%, 11
- CC1CN(C(=O)c2ccc(COc3ccc(C(C)C)cc3)o2)CC(C)O1 (stereo not drawn)
 : u, -6, 0%, -15%, u, 1%, -1, 6%, 14
- CSc1nc2c(c(=O)[nH]c(=O)n2C)n1C/C=C(\C)Cl
 : 3%, 14, 2%, -4%, -2%, -9%, 20, 24%, 17
- Nc1ccc(C(=O)O)c(O)c1
 : -1%&2%&-2%, 15&7&-8, u, 11%&12%&18%, 2%&-5%&-5%, -3%&-4%&-8%&-1%&-4%, 9&-21&-8&-17, 26%&1%&4%&1%, 7&-24&16
- O=C(NCc1ccc2c(c1)OCO2)c1ccc(CSCc2cccc(Cl)c2)o1
 : -10%, u, 0%, -15%, -7%, x, 3, 18%, 20

Only IL-1B inflam inh and SW480 rereplic, for 7 of the compounds above:
Structure,IL-1B inflam inh,SW480 rereplic
COc1ccccc1NC(=O)Nc1ccnn1C1CCCCC1,9,-4%
Cc1ccc2nc(C)c(C(=O)O)cc2c1,12,-12%
CSc1nc(O)c(C2OC(=O)c3ccccc32)c(=O)[nH]1 (stereo not drawn),-6,1%
CC(=O)Nc1ccc(-c2cc(-c3ccccc3)nc(-c3ccccc3)n2)cc1,3,1%
CC(=O)Nc1ccccc1N(CC(O)Cn1c2ccccc2c2ccccc21)S(=O)(=O)c1ccc(C)cc1 (stereo not drawn),u,23µM*
CS(=O)(=O)N1CCCC(C(=O)N2CCOCC2)C1 (stereo not drawn),14,-5%
Cc1ccc(N2C(=O)NC(NS(=O)(=O)c3ccccc3)(C(F)(F)F)C2=O)cc1C (stereo not drawn),14,1%

Pulled by compound from above, two records:
Sequence of screens – HT1080 IDH1KD tx, IL-1B inflam inh, KB-3-1 cytotox, KB-V1 MDR tox, HT1080-NT tox, SW480 rereplic, D3 ag, GLP1R ag, DRD3 antagonist
- CC1CN(C(=O)c2ccc(COc3ccc(C(C)C)cc3)o2)CC(C)O1 (stereo not drawn)
 : u, -6, 0%, -15%, u, 1%, -1, 6%, 14
- CCCCCCC(=O)Nc1ccc(Br)cn1
 : -2%, 0, u, 18%, 0%, u, 2, 1%, 8

The listing continues.
structure,HT1080 IDH1KD tx,IL-1B inflam inh,KB-3-1 cytotox,KB-V1 MDR tox,HT1080-NT tox,SW480 rereplic,D3 ag,GLP1R ag,DRD3 antagonist
COc1ccccc1N1CCN(CC(=O)Nc2ccccc2C(=O)NC(C)c2ccccc2)CC1 (stereo not drawn),-2%,-10,x,x,14%,9%,-1,11%,19
CC1CCCN(Cc2c(O)ccc3c(=O)c(-c4ccc(Cl)cc4)coc23)C1 (stereo not drawn),18%,4,-8%,-7%,17%,-1%,6,3%,7
CC(C)C[C@H]1CN([C@@H](CC(C)C)CN2CCC[C@@H]2CN2C(=O)C(=O)NC[C@@H]2Cc2ccccc2)C(=O)C(=O)N1CC1CCCCC1,2%,u,-9%,u,2%,8%,7,-1%,10
COC(=O)C1=C(Nc2ccc(C)cc2)C=C(C)C(C(=O)OC)C1c1ccc(F)cc1 (stereo not drawn),11µM*,5,11µM*,u,u,u,-11,-7%,-30
CC(C)N(C(=O)COC(=O)c1ccc([N+](=O)[O-])cc1)c1ccccc1,-1%,22,3%,0%,8%,-36%[inhibitor],-10,0%,3
COCc1cc(=O)[nH]c(N2CCN(c3ccccc3OC)CC2)n1,2%,4,1%,u,9%,12%,17,-6%,13
CCOCCCNC(=O)C1c2ccccc2Oc2ccccc21,10%,7,2%,14%,2%,-1%,5,4%,16
COc1ccccc1N1CCN(C(=O)c2sc3ncn(CC(=O)N4CCC(C)CC4)c(=O)c3c2C)CC1,-13%,19,1%,-1%,-22%,-17%,20,5%,4
OCCNCc1cccc(Br)c1,11%,-17,9%,-4%,-1%,7%,-2,0%,-3
CCOc1ccc2nc(Cl)c(C3CC(c4ccco4)=NN3S(C)(=O)=O)cc2c1 (stereo not drawn),-5%,18,-2%,u,-10%,0%,-3,11%,11
C/C(CC(=O)Nc1cccc(Cl)c1)=N\NC(=O)Cc1ccc(Cl)cc1,u,8,1%,-2%,-19%,1%,-5,-11%,u
CC1=C(C(=O)Nc2ccccc2)C(c2ccccn2)n2nc(SCc3ccccc3)nc2N1 (stereo not drawn),x,x,-7%,-24%,x,x,-3,0%,x
Cc1ccc(-n2c(NN)nc3ccccc3c2=O)c(C)c1,-20%,-4,4%,7%,-23%,0%,2,-16%,5
CCOC(=O)C1=CN(Cc2cccc(F)c2)S(=O)(=O)NC1c1ccc(Br)cc1F (stereo not drawn),u,-7,u,-26%,u,51%,-29,1%,u
CCN(C(=O)Cc1nc(N)n[nH]1)C1(C(=O)Nc2ccccc2)CCCCC1,25%,u,u,1%,29%,-6%,-5,-2%,-8
CC(C)c1ccc(/C=N/NC(=O)c2ccc(-n3cnnn3)cc2)cc1,u,-19,7%,0%,u,-53%[inhibitor],16,6%,59
